Tau ThT inhib: inhibitors of human tau fibril formation, thioflavin T binding | 2.1% of 270,000 active | AID 1460 | Potency, µM (doses to about 57.4 µM), for inactives: at the top dose activity, negative = inhibition, usual class: inhibitors | recombinant tau K18 P301L, heparin-induced fibrillization, ThT fluorescence; further: on the % scale 0 is the no-effect control and ±100 the full control effect; nearly all actives have a fitted effect of over 55% in size
Target sequence (P10636 561-689 P618L limits assumed): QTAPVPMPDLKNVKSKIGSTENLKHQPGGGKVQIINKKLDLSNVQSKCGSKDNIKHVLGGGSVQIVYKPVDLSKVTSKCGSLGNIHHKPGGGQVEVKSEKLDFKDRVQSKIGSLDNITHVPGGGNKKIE
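Tau K18 P301L fragment (15 uM unlabeled plus 0.24 uM Alexa 594-labeled) in 100 mM sodium acetate pH 7 with compound, fibrillization induced by 20 uM heparin for 6 hr at 37 C. Thioflavin T (30 uM) added, fluorescence read after 1 hr (ex 450, em 510 nm).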
HTT ATP protect: cytoprotection in Huntington HTT-Q103 PC12 cell model; PC12 HTT-Q103 induced, cytoprotection, ATP luminescence, 40 h; Potency, µM (titrated, usually from 56.4 µM), inactives show cytoprotection (ATP increase), actives largely listed as activators; 0.14% of 230,000 active;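 further: % of control where 0% means no effect; nearly all actives have a fitted effect of over 45% in size; toxic huntingtin expression switched on by the ecdysone agonist tebufenozide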
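Compounds were screened for protection of PC12 cells against cell death after tebufenozide induction (100 nM final) of mutant Huntingtin exon 1 (Q103) fused to GFP.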
Tau FP inhib: tau fibrillization inhibition (FP) | 0.39% of 280,000 active | AID 1468 | Potency, µM (highest dose often 57.7 µM), for the others: at the highest dose activity, negative = inhibition, most hits filed as inhibitors | K18 P301L tau heparin fibrillization, Alexa594 FP, 6 h | P10636; further: on the % scale 0 is the no-effect control and ±100 the full control effect; nearly all actives have a fitted effect of over 55% in size
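Compound effects on tau fibrillization are measured by Alexa 594 fluorescence polarization (ex 555, em 632 nm). K18 P301L tau is used at 15 uM with 0.24 uM labeled tracer, and 20 uM heparin induces aggregation over 6 hr at 37 C.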
JMJD2E inh: JMJD2E (human) inhibition | Potency, µM (doses to about 57.1 µM), for the others: at the top dose activity change, negative = inhibition, actives largely listed as inhibitors | JMJD2E catalytic domain, FDH-coupled NADH fluorescence (FDH is formaldehyde dehydrogenase) | 1.6% of 230,000 active; active means well fitted inhibition curve with a large enough effect, not every such curve was filed as active; inconclusive means small, poorly fitted or top-dose-only effect, or another doubt; inactive means no such curve, though single readings can be large or run the other way;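 further: 0% = wells with enzyme and -100% = buffer wells without enzyme; nearly all actives have a fitted effect of over 50% in size; many of its hits are not listed in these tables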
Target sequence (B2RXH2 1-337 limits assumed): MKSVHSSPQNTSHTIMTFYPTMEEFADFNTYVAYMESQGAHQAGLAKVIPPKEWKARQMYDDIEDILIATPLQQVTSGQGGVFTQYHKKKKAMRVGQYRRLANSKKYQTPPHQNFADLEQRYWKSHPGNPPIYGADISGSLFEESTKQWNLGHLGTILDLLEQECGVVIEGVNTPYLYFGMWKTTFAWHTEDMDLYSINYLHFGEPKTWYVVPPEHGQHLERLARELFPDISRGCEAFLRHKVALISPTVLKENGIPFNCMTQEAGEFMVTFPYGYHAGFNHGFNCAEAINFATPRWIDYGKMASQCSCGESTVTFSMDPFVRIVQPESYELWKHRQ
HttQ103 aggreg: reduces HttQ103-GFP aggregates in PC12 cells; Potency, µM (doses to about 46.1 µM), for the others: at the highest dose activity change, negative = inhibition, actives largely listed as inhibitors; PC12 HttQ103-GFP aggregates, Acumen cytometry, 40 h; AID 1688; 1.1% of 220,000 active; further: on the % scale 0 is the no-effect control and ±100 the full control effect; nearly all actives have a fitted effect of over 60% in size
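Compounds (qHTS titration) were added to PC12 cells expressing an ecdysone-driven HTT exon 1 Q103–GFP fusion after induction with 100 nM tebufenozide. Aggregate formation was measured as GFP objects in cell lysates.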
ALDH1A1 block: ALDH1A1 (human) enzyme inhibition | P00352 | Purified ALDH1A1, NADH fluorescence, propionaldehyde substrate | Potency, µM (top dose mostly 75.3 µM), for inactives: at the highest dose activity, negative = inhibition, usual class: inhibitors | 7.3% of 220,000 active; active means well fitted inhibition curve with a large enough effect, not every such curve was filed as active; inconclusive means small, poorly fitted or top-dose-only effect, or another doubt; inactive means no such curve, though single readings can be large or run the other way;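 further: plate controls were no enzyme wells and a reference inhibitor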
Target sequence (P00352 whole entry, looked up): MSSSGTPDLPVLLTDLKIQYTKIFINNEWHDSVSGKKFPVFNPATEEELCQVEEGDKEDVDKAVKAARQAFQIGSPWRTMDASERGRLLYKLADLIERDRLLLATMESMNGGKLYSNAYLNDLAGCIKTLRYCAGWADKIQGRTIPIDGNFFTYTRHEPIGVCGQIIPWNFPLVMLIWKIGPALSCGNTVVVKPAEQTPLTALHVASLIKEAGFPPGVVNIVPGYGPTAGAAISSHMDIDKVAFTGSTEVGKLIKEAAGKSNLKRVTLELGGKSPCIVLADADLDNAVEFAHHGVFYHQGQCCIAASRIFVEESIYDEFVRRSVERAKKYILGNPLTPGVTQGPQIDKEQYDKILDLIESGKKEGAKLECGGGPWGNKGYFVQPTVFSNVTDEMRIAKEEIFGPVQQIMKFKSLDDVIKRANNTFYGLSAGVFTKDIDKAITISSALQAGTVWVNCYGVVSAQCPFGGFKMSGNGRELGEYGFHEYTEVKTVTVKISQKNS
SMN2 splice enh: increases expression of the SMN2 splice variant. HEK293 SMN2-luciferase splicing reporter, luminescence, 30-36 h. Potency, µM (titrated, usually from 46.1 µM), inactives show top-dose activity change, positive = activation, most hits filed as activators. 2.8% of 210,000 active. AID 1458; further: % of control where 0% means no effect; nearly all actives have a fitted effect of over 55% in size
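qHTS luciferase splicing reporter: luminescence rises when SMN2 exon 7 is included in transfected HEK293 cells. Compound exposure lasted 30-36 h at 37C, with 4.5 mM final sodium butyrate as control, followed by a ONE-Glo read.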
Tau fluor counter: counter-screen for tau fibril formation inhibitors. Potency, µM (doses to about 57.7 µM), for inactives: at the highest dose activity change, negative = decrease. 0.93% of 280,000 active. tau K18 P301L Alexa594 fluorescence, heparin fibrillization. AID 1463; further: on the % scale 0 is the no-effect control and ±100 the full control effect; nearly all actives have a fitted effect of over 55% in size
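Human tau K18 P301L (15 uM unlabeled, 0.24 uM Alexa 594-labeled) in 100 mM sodium acetate pH 7 with 20 uM heparin, 6 hr at 37 C. ThT 30 uM added, 1 hr ambient; Alexa 594 FP and total fluorescence read at 555/632 nm.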
An asterisk follows results filed as active; ? = inconclusive; · = no result given; [ ] = another dose, or the depositor's remark. Unless noted, the call rests on the fitted dose curve; in most records, active means well fitted curve in the direction sought with a large enough effect; inconclusive means small, poorly fitted or top-dose-only effect, or another doubt; inactive means no such curve, though single readings can be large; an effect the other way counts as inactive or inconclusive. Potency means the concentration at half of the fitted maximal effect. An excerpt; count on the stated rates, not on these rows.

SMILES	Tau ThT inhib	HTT ATP protect	Tau FP inhib	JMJD2E inh	HttQ103 aggreg	ALDH1A1 block	SMN2 splice enh	Tau fluor counter
COc1ccc(/C=C(\NC(=O)c2ccc(OCC(C)C)cc2)C(=O)OCc2ccco2)cc1	-11%	27%[10 µM]	1%	-18%	13%	-5%	-14%	-9%
COc1ccc(Oc2ccc(C(F)(F)F)cc2NC(=O)c2ccc(C)cc2)cc1	·	1%[10 µM]	?	8%	10%[9.22 µM]	·	·	?
COC(=O)CN1C(=S)N(c2ccc(F)cc2)C(=O)C1CC(=O)Nc1ccccc1 (stereo not given)	4%	-8%[10 µM]	-7%	-23%	1%	?	4%	-8%
Cc1nn(Cc2ccc(Cl)cc2Cl)c(C)c1NC(=O)CCl	-8%	-5%[10 µM]	-4%	-1%	3.5µM*	8.9µM*	-61%[inhibitor]	-7%
COc1ccc(CN2CCN(Cc3nc4ccccc4s3)CC2CCO)c(C)c1C (stereo not given)	-13%	-3%[10 µM]	-6%	-19%	-19%[9.22 µM]	?	·	-16%
Cc1ccc(NCCC(=O)c2cccc([N+](=O)[O-])c2)c(C)c1	?	22%[10 µM]	?	4%	-24%	0.13µM*	11%	16µM*[quencher]
COC(=O)c1ccccc1N(C)S(C)(=O)=O	1%	5%[0.074 µM]	7%	3%	0%	-2%	25%	10%
Cc1noc(NS(=O)(=O)c2ccc(N/C=C/C(=O)c3cccnc3)cc2)c1C	-2%	12%[1.9 µM]	2%	0%	1%	6%	14%	4%
CC(=O)Nc1ccc(NC(=O)C(C)OC(=O)/C=C/c2cccs2)cc1 (stereo not given)	-6%	·	6%	3%	10%	-16%	2%	-9%
CCOC(=O)C1CCN(c2cc(=O)n(-c3ccccc3Cl)c(=O)[nH]2)CC1	-10%	10%[10 µM]	-4%	6%	19%	?	-5%	-2%
CCC(=O)NC(=S)Nc1cccc(NC(=O)CC)c1	-16%	-16%	-5%	11%	8%	-2%	1%	-7%
COc1ccccc1N(C)S(=O)(=O)c1ccc(C(=O)OCC(=O)NCc2ccco2)cc1	-16%	-5%	1%	10%	6%	-2%	4%	-20%
O=C(NCC(=O)N(c1cccc(F)c1)C(C(=O)NC1CCCC1)c1cccnc1)c1cccs1 (stereo not given)	-2%	-51%[inhibitor]	0%	4%	19%	-8%	10%	-8%
C/C(CCN1CCCc2nc(C)c(C)cc21)=N\OC[C@@H](O)COCc1ccco1	-2%[11.5 µM]	4%[10 µM]	?	·	·	?	·	-1%[11.6 µM]
O=c1c2c(-c3cccs3)csc2ncn1/N=C/c1ccc(OC(F)F)cc1	-11%	-10%	-11%	?	-10%	-10%	0%	-23%
Cc1cc(C)c(NC(=S)N(CCN2CCCCC2)Cc2ccco2)c(C)c1	-3%	-3%	9%	-1%	-5%	3%	13%	-1%
CCOC(=O)c1c(NC(C)=O)sc2c(O)c(Br)cc(Br)c12	?	·	-1%	-23%	-14%	?	4%	-29%
COc1ccc(C)c2sc(=NC(=O)c3cccc(N4C(=O)CCC4=O)c3)n(C)c12	?	15%[10 µM]	-5%	?	-2%[9.22 µM]	·	·	-22%
Cc1c(C(=O)NCCn2ccc3ccccc32)cccc1[N+](=O)[O-]	7%	-8%	1%	9%	4%	?	-49%	-8%
Cc1ccc(C(=O)N2C3=C(CCCC3)C(=O)NC23CCCCC3)cc1	-9%	8%	-5%	-4%	-2%	?	-2%	-8%

Compounds from the list above containing four or more nitrogen atoms, in the order listed:
SMILES	Tau ThT inhib	HTT ATP protect	Tau FP inhib	JMJD2E inh	HttQ103 aggreg	ALDH1A1 block	SMN2 splice enh	Tau fluor counter
Cc1noc(NS(=O)(=O)c2ccc(N/C=C/C(=O)c3cccnc3)cc2)c1C	-2%	12%[1.9 µM]	2%	0%	1%	6%	14%	4%
O=C(NCC(=O)N(c1cccc(F)c1)C(C(=O)NC1CCCC1)c1cccnc1)c1cccs1 (stereo not given)	-2%	-51%[inhibitor]	0%	4%	19%	-8%	10%	-8%

Next entries follow:
SMILES	Tau ThT inhib	HTT ATP protect	Tau FP inhib	JMJD2E inh	HttQ103 aggreg	ALDH1A1 block	SMN2 splice enh	Tau fluor counter
NC(=O)c1nsc(C(=O)N(CC(=O)NC2CCCC2)Cc2ccc3c(c2)OCO3)c1N	-5%	0%[10 µM]	-9%	?	-7%[9.22 µM]	-18%	·	-5%
CC(C)Cn1nc(C(=O)OCC(=O)NCC(F)(F)F)c2ccccc2c1=O	6%	5%	-4%	3%	-2%	0%	18%	-5%
Cc1cccc(-c2c3c(=O)n(C)c(=O)n(C)c3cn2C2CCCCC2)c1	?	-28%	-6%	-22%	-7%	?	·	-7%
Cc1ccc2[nH]c(=O)c(C(c3nnnn3C3CCCC3)N(Cc3cccnc3)Cc3ccco3)cc2c1 (stereo not given)	-7%	-41%[inhibitor]	-4%	-1%	-8%	4.5µM*	-18%	-7%
CCN1CCN(CCCNC(=O)CS(=O)(=O)Cc2nc(-c3ccccc3C)oc2C)CC1	5%	·	-1%	·	·	·	6%	-2%
COC(=O)Oc1cncc(C(=O)O)c1	-12%	-12%	5%	-1%	21%	-2%	-2%	-5%
CC(=O)c1cc(C#N)c(SCC(=O)Nc2nccs2)nc1C	7.1µM*	3%[10 µM]	?	-13%	6%[9.22 µM]	3%	·	?
CCCCNC(=O)C(Sc1ccccc1)c1ccccc1 (stereo not given)	2%	-9%[10 µM]	-1%	2%	-5%	-2%	-13%	-1%
O=C(COc1ccccc1)N/N=C/c1sc(=O)n(Cc2cccc(C(=O)O)c2)c1Cl	-23%	-21%[10 µM]	-3%	19%	-9%[9.22 µM]	·	·	-19%
CCCc1[nH]nc2c1C1(C(=O)N(CC)c3ccccc31)C(C#N)=C(N)O2 (stereo not given)	-6%	-6%[0.074 µM]	6%	-3%	-5%	2%	-4%	-2%
CCOC(=O)c1ccc2c(c1)n(CC)c(C)[n+]2CC	5%	·	-5%	-6%	·	0%	-6%	15%
CCNC(=O)CC(=O)Nc1ccccc1C(=O)O	-1%	21%[10 µM]	-6%	-10%	4%	5%	-11%	0%
O=C(COC(=O)CCc1nc2ccccc2c(=O)[nH]1)Nc1ccc2c(c1)OCO2	?	-2%[10 µM]	-8%	-8%	-3%[9.22 µM]	0%	·	-27%
COc1ccc(NC(=O)C(C)n2nnc3sc(-c4ccccc4)cc3c2=O)cc1Cl (stereo not given)	14µM*	·	?	·	·	·	-1%	?
O=C1CC(C(=O)Nc2ccccc2)S/C(=N\N=C\c2ccco2)N1 (stereo not given)	3%	11%[10 µM]	-7%	-8%	-9%	-3%	-7%	1%
O=C(N/N=C/c1ccccc1C(=O)O)c1cc(-c2ccc3c4c(cccc24)CC3)n[nH]1	?	8%[10 µM]	1%	-7%	21%	-5%	5%	4%
O=C(Nc1ccc(F)cc1F)c1cc2c(=O)n3ccccc3nc2s1	-5%	·	-13%	·	·	·	-7%	-7%
COc1cccc(NC(=O)CSc2nnc(Cn3c(=O)sc4ccccc43)n2C)c1	8%	-6%	9%	3%	-25%	-6%	8%	7%
CCS(=O)(=O)Nc1cccc(C2=NN(S(=O)(=O)c3ccc(C)cc3)C(c3ccco3)C2)c1 (stereo not given)	-15%	-29%	-6%	-19%	-10%	?	-10%	?
O=c1[nH]c2cc(Cl)ccc2n(CCNc2ncc(C(F)(F)F)cc2Cl)c1=O	2%	-9%	-1%	9%	5%	10%	-6%	-4%
N#CCc1ccc(NS(=O)(=O)c2ccc(C3CCCCC3)cc2)cc1	-3%	25%[1.9 µM]	?	6%	-21%	?	-67%[inhibitor]	?
Cc1sc2nc(CSc3ncn[nH]3)[nH]c(=O)c2c1C	-10%	-20%	-3%	-12%	-5%	?	25%	-12%
C#CCC(C(=O)OC)(C(=O)OC)C(C[N+](=O)[O-])c1ccccc1 (stereo not given)	-20%[11.5 µM]	2%[10 µM]	12%[11.6 µM]	·	·	?	·	-12%[11.6 µM]
O=C(Nc1ccccc1)N(C1=NCCC1)c1ccccc1	-10%	-9%[10 µM]	-2%	4%	20%[9.22 µM]	·	·	-2%
O=C(CN1CCN(c2ccc(O)cc2)CC1)NC1CCCc2ccccc21 (stereo not given)	?	·	-11%	-26%	-8%	11µM*	4%	-9%
CC(C)OC(=O)/C(=C/c1ccc(Br)cc1)NC(=O)c1ccco1	-2%	17%[10 µM]	6%	-5%	5%	12%	-19%	1%
COc1ccc(-c2[nH]ncc2C(=O)NCc2cccc(F)c2)cc1	-3%	·	1%	·	·	·	-7%	-8%
CCOC(=O)N1CCC(NC(=O)c2ccc(CS(=O)(=O)c3ccccc3C)o2)CC1	-6%	-29%	6%	-2%	-20%	11µM*	3%	-8%
Cc1ccc(S(=O)(=O)N2CCN(C(=O)N(c3ccccc3)c3ccccc3)CC2)cc1	-14%	-11%	12%	-5%	-8%	?	-8%	-4%
CCc1cccc(NC(=O)CS(=O)Cc2nc(-c3ccc(C)cc3)oc2C)c1 (stereo not given)	?	-9%	4%	-5%	-10%	?	-3%	-21%
CCn1c(=O)n(CC)c2cc(S(=O)(=O)Nc3c(C)cccc3C)ccc21	-9%	-16%	4%	0%	15%	?	-11%	-11%
COC(=O)c1ccc(NC2c3ncccc3C(=O)N2Cc2cccs2)cc1 (stereo not given)	-10%	19%	-8%	?	-2%	?	-1%	-11%
Cc1cc(N/N=C/c2ccc(O)cc2)nc(NS(=O)(=O)c2ccccc2)n1	-11%	12%[10 µM]	4%	?	-19%	?	-2%	-14%
CC#CCN1c2ccccc2[C@]23C[C@@H](C(=O)OC)N(S(=O)(=O)c4c(C)noc4C)C2=NC(C(=O)OC)=C(C(=O)OC)[C@H]13	?	-12%[10 µM]	1%[11.6 µM]	4%[11.4 µM]	·	8%[13.5 µM]	22%[9.22 µM]	4%[11.6 µM]
Cc1oc2ccc(O)c(CN3CCCCC3C)c2c1C(=O)Nc1ccccc1 (stereo not given)	-8%	·	0%	·	·	·	6%	-9%
COc1ccc(C(c2sc3nc(C)nn3c2O)N2CCN(CCO)CC2)cc1OC (stereo not given)	-9%	-5%[10 µM]	-2%	-3%	-1%	-3%	-6%	3%
COc1cc(CC(NC(C)=O)C(=O)NC2CCN(c3nc(C)cc(C)c3C#N)CC2)cc(OC)c1 (stereo not given)	-8%	-5%	-14%	?	4%	?	-14%	-8%

High-throughput results (PubChem)
